Screening data deposited in PubChem by several laboratories.
MEKK2 WT-MEK5: raises or lowers MEK5 binding to wildtype human MEKK2 PB1 domain | Q9Y2U5 | bead flow cytometry, Alexa488-MEK5 binding to MEKK2 WT; actives lie on both sides | binding response (% of control), % at 10 µM | 290,000 compounds, 1.1% hits; in the data active = binding response below about 67% or above about 130%
NS3 helicase inh: HCV NS3 helicase inhibition | NS3 helicase DNA unwinding, Cy5 molecular beacon fluorescence | inhibition, % at 10.9 µM | 290,000 compounds, 0.56% hits;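 active = inhibition above the mean of all tested compounds plus 3 SD, set per campaign, cut at about 35% in these data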;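 note: 0% = DMSO wells and 100% = thioflavine S control wells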
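System: NS3 helicase fragment of HCV / Schedule: 1 h at 25 °C / Control set: DMSO alone as 0% and 110 µM thioflavine S as 100% / Reagent: Cy5/quencher beacon DNA duplex and ATP to start / Technique: Cy5 fluorescence / Replication: singlicate / Evaluation: % inhibition of end-to-start signal ratio versus controls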
SUMO HTRF inh: inhibitors of human SUMOylation (UBC9). HTRF SUMOylation assay, SAE1/SAE2 + UBC9, in vitro. 290,000 compounds, 0.36% hits. inhibition, % at 35 µM. P63279. AID 2006; in the data active = inhibition above about 50%, passing the limit was not always enough; note: strong numbers were not always called active
Target sequence (P63279 whole entry, looked up): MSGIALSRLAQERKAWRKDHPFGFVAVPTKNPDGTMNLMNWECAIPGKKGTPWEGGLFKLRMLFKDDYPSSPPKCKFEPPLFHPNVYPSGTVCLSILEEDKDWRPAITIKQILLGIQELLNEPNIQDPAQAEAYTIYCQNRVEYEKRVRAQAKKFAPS
VIM-2 inh: inhibitors of Pseudomonas aeruginosa VIM-2 metallo-beta-lactamase; purified VIM-2, nitrocefin hydrolysis, epi-absorbance fluorescence; inhibition, % at 5.6 µM; 290,000 compounds, 0.89% hits; AID 1527;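 active = inhibition above the mean of all tested compounds plus 3 SD, cutoff set per screening run, cut at about 7.5% in these data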;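 note: red hydrolysis product quenches plate fluorescence so inhibitors raise well fluorescence; 0% = enzyme with DMSO and 100% = DMSO without enzyme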
IMP-1 inh: blocks Pseudomonas aeruginosa IMP-1 metallo-beta-lactamase; purified IMP-1, nitrocefin hydrolysis, epi-absorbance fluorescence; inhibition, % at 5.6 µM; 290,000 compounds, 0.45% hits; AID 1556;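 active = inhibition above the mean plus 3 SD of all compounds in the same screening run, cut at about 4.5% in these data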;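 note: 0% = IMP-1 with DMSO and 100% = DMSO wells lacking enzyme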
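Material – recombinant IMP-1 enzyme, purified · Amount – IMP-1 0.2 nM before substrate addition · Medium – HEPES buffer pH 7.1 with ZnSO4 and Brij 35 · Timing – 25 °C, 15 min preincubation, 25 min reaction · Measured by – plate fluorescence quenching by hydrolysis product, ex 480/em 530 nm · Read-out – percent enzyme inhibition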
FID counter: displaces DNA intercalator in HCV helicase counter-screen. DNA fluorescent intercalator displacement, fluorescence. AID 1845. 290,000 compounds, 0.17% hits. inhibition, % at 7.9 µM; in the data active = inhibition above about 37%;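 note: 0% = vehicle and 100% = reference compound; higher means more ethidium bromide displaced from hairpin DNA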
NALP1 inh: inhibitors of NALP1 inflammasome in yeast; S. cerevisiae NALP1/ASC/caspase-1 growth, X-gal OD620, 72 h; inhibition, % at 10 µM; 280,000 compounds, 0.61% hits; in the data active = inhibition mostly above about 24%, no sharp cut-off; inactive = mostly below about 32%; note: some compounds called inactive have numbers as strong as hits
MEKK2 mut-MEK5: signal of MEK5 binding to mutant human MEKK2 PB1 domain; bead flow cytometry, Alexa488-MEK5 binding to MEKK2 mutant; percent response, % at 10 µM; 290,000 compounds, 0.35% hits; AID 1530; in the data active = percent response above about 24%, passing the limit was not always enough; note: inactives centre near 1; some results filed as inactive read as strong as hits
M18AAP inhibitor: PfM18AAP enzyme inhibition. recombinant PfM18AAP, H-Glu-NHMec fluorogenic cleavage. inhibition, % at 7.35 µM. 290,000 compounds, 1.2% hits. AID 1822;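 active = inhibition above the campaign mean inhibition over all tested compounds plus 3 SD, cut at about 28% in these data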;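 note: 0% = plate median of test compound wells and 100% = 2 mM ZnCl2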
* = called active by the depositor; . = not tested or not shown.

SMILES	MEKK2 WT-MEK5	NS3 helicase inh	SUMO HTRF inh	VIM-2 inh	IMP-1 inh	FID counter	NALP1 inh	MEKK2 mut-MEK5	M18AAP inhibitor
CC1(C)Oc2ccc(C(=O)N3CCOCC3)cc2N(CC(=O)Nc2ccccc2)C1=O	105.0	2.7	6.1	2.1	-0.2	-16.9	8.1	4.0	0.5
COCCCn1c(Cc2ccccc2)nnc1SCC(=O)N1CCCCC1	102.0	-1.5	11.7	-2.0	-2.6	-7.6	13.8	7.0	0.7
O=C1CNC(=S)N1Cc1ccc(Cl)cc1	99.0	-5.7	5.1	-0.9	-3.1	-1.1	-6.8	-2.0	-4.7
O=C(c1ccc([N+](=O)[O-])cc1)N1CCSC1c1ccc(Br)cc1 (centres undefined)	90.0	-6.9	4.8	-2.4	-3.6	-4.2	-7.3	-10.0	2.4
CN(CC(=O)Nc1ccc(C(N)=O)cc1)CC(=O)Nc1ccccc1Cl	98.0	2.7	-2.2	-2.9	-2.9	-4.5	18.3	-1.0	-2.0
CC(SCc1ccccc1)C(=O)Nc1ccc2c(c1)OCO2 (centres undefined)	101.0	-5.6	5.5	-3.3	-2.0	-1.7	1.0	1.0	-12.9
Cc1nc(SCC(=O)c2ccccc2)c([N+](=O)[O-])[nH]1	100.0	-0.3	-6.0	-1.0	-3.1	3.4	-16.3	-1.0	2.9
COc1ccccc1NC(=O)N1CCCC1C(=O)NCC1CCCO1 (centres undefined)	100.0	6.4	1.0	-1.1	-2.8	-4.2	3.3	3.0	3.9
O=C(CNCc1cccs1)NC12CC3CC(CC(C3)C1)C2	100.0	-9.7	20.9	-3.7	-1.6	21.8	2.1	-6.0	8.1
CCOC(=O)c1ccc2[nH]c3c(c2c1)CCCCC3=O	89.0	1.0	-4.7	-2.1	-2.6	-7.7	-2.2	0.0	6.1
CC(C(=O)Nc1ccc(C#N)cc1)N(C)Cc1cccs1 (centres undefined)	105.0	21.5	8.7	-0.2	-1.6	-9.9	32.5	1.0	-2.0
Cc1cc(C(=O)CSc2cccc[n+]2[O-])c(C)n1-c1ccc(Br)cc1	95.0	-6.2	1.4	-0.3	-1.4	-18.9	2.0	-1.0	6.4

Some of the entries above in a different format.
Under each structure: MEKK2 WT-MEK5, NS3 helicase inh, SUMO HTRF inh, VIM-2 inh, IMP-1 inh, FID counter, NALP1 inh, MEKK2 mut-MEK5, M18AAP inhibitor
- Cc1nc(SCC(=O)c2ccccc2)c([N+](=O)[O-])[nH]1
    100.0, -0.3, -6.0, -1.0, -3.1, 3.4, -16.3, -1.0, 2.9
- Cc1cc(C(=O)CSc2cccc[n+]2[O-])c(C)n1-c1ccc(Br)cc1
    95.0, -6.2, 1.4, -0.3, -1.4, -18.9, 2.0, -1.0, 6.4
- COCCCn1c(Cc2ccccc2)nnc1SCC(=O)N1CCCCC1
    102.0, -1.5, 11.7, -2.0, -2.6, -7.6, 13.8, 7.0, 0.7
- CN(CC(=O)Nc1ccc(C(N)=O)cc1)CC(=O)Nc1ccccc1Cl
    98.0, 2.7, -2.2, -2.9, -2.9, -4.5, 18.3, -1.0, -2.0

(further entries)
SMILES	MEKK2 WT-MEK5	NS3 helicase inh	SUMO HTRF inh	VIM-2 inh	IMP-1 inh	FID counter	NALP1 inh	MEKK2 mut-MEK5	M18AAP inhibitor
COc1ccc(CCNC(=O)CSc2nc(-c3ccc(OC)c(OC)c3)ccc2C#N)cc1	106.0	3.0	6.4	-0.2	1.4	-4.9	17.4	7.0	-3.7
CC1=NNC(=O)C1CCC(=O)N/N=C(/C)c1ccc([N+](=O)[O-])cc1 (centres undefined)	96.0	6.5	-4.4	0.6	-2.6	-3.2	17.4	-2.0	-1.6
CCOC(=O)CN(C#N)c1nc(C)cc(C)n1	98.0	-0.9	-4.4	-2.4	-0.3	-6.9	28.8	-1.0	-2.9
O=C1CCC(C(=O)N(Cc2cccs2)C2(C(=O)NC3CCCCC3)CCCCC2)N1 (centres undefined)	81.0	5.0	15.6	-1.7	-1.8	-20.1	7.0	-14.0	2.8
Cc1cccc(OCC(=O)NCCCNC(=O)c2cnccn2)c1	97.0	0.8	4.1	0.7	-1.8	-4.5	-2.8	-4.0	2.2
COc1cc(/C=C(\C#N)c2nc3c(s2)CC(C)CC3)ccc1O (centres undefined)	98.0	-26.5	-1.3	-2.3	-1.7	-12.5	2.2	1.0	9.6
C=CCc1cccc(/C=N/n2c(C)nnc2C)c1O	110.0	-2.4	-7.5	-3.5	-2.5	-2.9	-2.4	9.0	-4.8
C[C@@H]1NC(=O)c2cc([N+](=O)[O-])cc(I)c2NCCCC[C@@H](C(N)=O)NC(=O)[C@H](CCC(=O)O)NC1=O	101.0	16.5	-4.4	-1.9	-3.4	-31.4	29.0	5.0	5.7
COC(=O)CCCNS(=O)(=O)c1ccc2ccccc2c1	102.0	4.1	10.0	-1.4	-4.7	-5.6	-51.9	6.0	0.9
CC1CCCN(CCCNC(=O)c2ccc(N3CCCC3=O)cc2)C1 (centres undefined)	105.0	-0.1	.	0.7	0.0	3.8	24.7	0.0	-3.6
O=C(COC(=O)c1ccc(CSc2ccc(Cl)cc2)cc1)Nc1ccccc1	103.0	-9.7	4.3	-2.0	-2.8	4.7	15.0	9.0	-0.9
CCOc1ccc(Br)cc1S(=O)(=O)N1CC(C)OC(C)C1 (centres undefined)	102.0	5.4	6.7	-1.2	-3.0	-8.4	.	-2.0	-8.6
Cn1c(/C=C/c2ccccc2[N+](=O)[O-])nc2ccccc2c1=O	104.0	9.1	23.2	-1.4	-3.6	-2.8	2.7	8.0	0.9
CCOCC(=O)Nc1ccc([N+](=O)[O-])cc1Cl	90.0	0.9	-0.5	0.8	-2.8	-5.6	-1.3	-14.0	-8.0
Cc1ccc(C)c(NC(=S)NNC(=O)c2csc3c2CCCC3)c1	102.0	1.8	-22.4	-6.3	-4.2	-17.6	4.2	4.0	-0.7
CCn1c(SCC(=O)c2cc(C)n(-c3ccc(C(=O)OC)cc3)c2C)nnc1-c1cccnc1	116.0	-1.5	13.2	-1.1	-2.4	-31.5	-2.6	8.0	5.8
CCOc1ccccc1C(=O)Nc1ccc(C(=O)c2ccccc2)cc1	104.0	-1.5	0.1	-1.1	-2.7	-21.8	7.9	3.0	-8.5
COc1ccccc1N(CC(=O)N/N=C(\C)c1ccccc1O)S(=O)(=O)c1ccc(C)cc1	95.0	-4.7	9.7	-2.1	-2.3	-26.4	2.3	3.0	16.1
N#Cc1ccc(NC(=O)CN2CCN(c3ccccn3)CC2)cc1	104.0	4.9	2.3	-1.5	-3.2	-12.6	19.8	13.0	5.4
CCCCN(CC)CCNC(=O)C1CCCN(S(=O)(=O)c2cccc3nsnc23)C1 (centres undefined)	104.0	-12.9	10.9	-2.1	-2.8	4.1	9.3	5.0	9.0
CC(=O)Nc1ccc(N2C(=O)CSC2c2cccc([N+](=O)[O-])c2)cc1 (centres undefined)	101.0	7.5	13.5	-1.5	-1.1	-1.1	-3.4	0.0	6.8
COc1ccccc1-n1c(SC)nc2c(sc(=S)n2-c2ccccc2)c1=O	95.0	-3.0	0.6	-3.3	-0.6	-6.8	5.3	-3.0	2.7
O=C(NCCCNC(=O)c1ccccn1)c1ccc(Cl)cc1	98.0	0.7	9.7	-0.4	-1.9	-9.3	1.5	0.0	-9.4
O=C1CCCCN1CCC(=O)N1CCCC(N2CCN(c3cccc(Cl)c3)CC2)C1 (centres undefined)	106.0	-3.5	17.7	-0.7	-1.5	-34.3	-4.8	7.0	-19.1
C=CCN(CC=C)C(=O)c1ccc(OC2CCN(S(=O)(=O)N(C)C)CC2)cc1	99.0	-11.8	1.1	-1.5	-1.0	-35.3	16.3	-1.0	-2.6
COc1ccc(Cc2nc3ccc(C(=O)NCC4CCOCC4)cc3o2)cc1OC	111.0	-3.3	5.4	1.3	-5.0	-36.8	1.6	9.0	-0.8
Cc1nc(NCCCO)c(C#N)c2c1COC(C)(C)C2	103.0	4.9	25.9	-3.4	-3.3	-3.2	15.8	0.0	5.0
O=C(Nc1cccc(-c2nnn(CC(=O)N3CCc4ccccc4C3)n2)c1)C1CCC1	104.0	2.0	-4.0	-4.0	-3.6	-7.8	34.3	5.0	-6.0
O=C(CCc1ccccc1)NNC(=S)NC(=O)c1ccc(Cl)cc1	111.0	-8.3	-3.7	-3.4	-3.7	0.2	-4.6	6.0	3.8
S=c1nc(-c2sccc2OCc2ccc(Cl)cc2Cl)[nH][nH]1	104.0	19.5	-6.0	-2.2	-3.4	-16.2	-16.9	5.0	-1.6
Cc1cc(N2C(=O)c3ccccc3C2=O)n(C)n1	97.0	-10.5	28.1	-1.8	-2.2	-0.6	2.9	-6.0	-3.3
COc1cc(/C=C2\Oc3cc(O)ccc3C2=O)ccc1O	110.0	.	13.3	.	.	.	-7.8	7.0	.
COc1cc(C(c2nnnn2C2CCCC2)N2CCc3ccccc3C2)ccc1O (centres undefined)	98.0	-4.8	11.1	-0.6	-1.2	-9.3	-8.5	3.0	4.3
CC(=O)N1c2ccc(S(=O)(=O)N3CCC(C(=O)N4CCCC(C)C4)CC3)cc2CC1C (centres undefined)	101.0	-2.3	.	-4.8	-3.3	-51.2	4.3	3.0	-3.2
Cn1cnnc1SCC(=O)c1cc2ccccc2oc1=O	96.0	31.8	10.0	0.5	-2.1	-5.5	.	-1.0	10.2
CCOc1ccccc1NC(=O)Cn1nnc(C(=O)NCc2ccco2)c1N	.	-4.6	-20.9	-0.7	-0.8	-7.5	11.7	.	8.3
Cc1ccccc1N1C(=O)Cc2ccccc2C1=O	102.0	7.4	24.0	-4.4	-4.2	-5.9	-11.0	8.0	4.7
CN(C)c1cccc2c1c(NC(=O)Nc1ccc(F)cc1F)nn2C	91.0	1.3	5.2	-2.3	-1.3	-1.8	3.5	-12.0	-3.1
N=c1c(C(=O)NCc2ccco2)cc2c(=O)n3ccccc3nc2n1CC1CCCO1 (centres undefined)	97.0	4.2	.	-2.1	-1.4	-9.5	.	-4.0	16.6
CC(C)NC(=O)Cc1ccc(Br)cc1	110.0	-2.5	-7.0	-2.2	-4.7	-0.5	.	3.0	-10.7
O=C(C1=C(Nc2ccccc2)c2ccccc2S(=O)(=O)N1)c1ccccc1	85.0	-1.1	-5.9	0.0	-1.3	-1.2	5.4	-2.0	-0.1
C/C(=C\c1ccccc1)C(=O)Nc1ccc(Cl)cn1	94.0	-6.2	6.5	-1.3	-4.0	-5.6	-11.8	1.0	0.7
CC(C)(C)NC(=O)c1ccc(Cn2cc(C(F)(F)F)ccc2=O)cc1	101.0	0.7	15.0	-0.6	-2.5	-4.1	11.5	-1.0	0.6
COc1ccc(CCNC(=O)CCNC(=O)c2ccc(Cl)cc2)cc1OC	118.0	7.4	-7.5	-2.7	-3.8	-16.4	22.6	20.0	-2.6
Cc1ccc(OCc2cc(C(=O)N3CCN(C4CCCC4)CC3)no2)cc1C	114.0	-41.5	-10.7	-1.2	-0.3	5.5	12.4	11.0	-0.2
CCOC(=O)C(Cc1c(F)cccc1Cl)c1ccno1 (centres undefined)	91.0	11.6	7.2	2.5	1.0	-9.3	-1.8	-11.0	9.4
S=C(NCc1ccc(Cl)c(Cl)c1)Nc1ccc2c(c1)OCO2	94.0	-5.6	-9.7	-1.6	0.5	-4.9	4.0	7.0	2.9
